High-throughput results (PubChem)
BRCT inh red: qHTS Assay for Inhibitors of BRCT-Phosphoprotein Interaction (Red Fluorophore); Potency, µM (highest dose often 76.9 µM), for inactives: top-dose activity change, negative = inhibition, actives largely listed as inhibitors; actives 0.03% (n = 75,000); BRCT-phosphopeptide binding, red fluorescence polarization; AID 892, 2007; further: on the % scale 0 is the no-effect control and ±100 the full control effect
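Fluorescence polarization: 100 nM His-tagged BRCA1 BRCT with 100 nM TAMRA-labelled phospho-BACH1 decapeptide, phosphate buffer pH 7.3 with 150 mM NaCl, DTT, 0.01% Tween 20; 12 min RT. Binding inhibition seen as FP decrease.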
UbGFP stabilizer: Ubiquitin-GFP Assay; 67,000 tested, under 10 active; Ubiquitin-GFP reporter cells, proteasome inhibition, GFP fluorescence; response scale: untreated = 0%, 10 µM MG-132 = 100%; Potency, µM (series often up to 45.9 µM), inactives show at the top dose activation (GFP accumulation), usual class: activators; AID 526, 2006; active means well fitted activation curve with a large enough effect, not every such curve was filed as active; inconclusive means small, poorly fitted or top-dose-only effect, or another doubt; inactive means no such curve, though single readings can be large or run the other way; further: potency means the concentration at half of the fitted maximal effect
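U2OS Ub(G76V)-GFP reporter; O/N plating, 0.5% FBS; cpd 46 uM–2.9 nM, 4 h, 37 °C; GFP+ cell count, 488/515 nm; norm. to basal vs 10 uM MG-132; CRC fit.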
15-hLO inh: qHTS Assay for Inhibitors of 15-hLO (15-human lipoxygenase); Polyunsaturated fatty acid lipoxygenase ALOX15 (Homo sapiens), P16050; actives 1.4% (n = 74,000); purified 15hLO-1, xylenol orange hydroperoxide absorbance; Potency, µM (top dose mostly 57.1 µM), without a hit: at the top dose activity change, negative = inhibition, hits mostly inhibitors; further: potency means the concentration at half of the fitted maximal effect; on the % scale 0 is the no-effect control and ±100 the full control effect; nearly all actives have a fitted effect of over 55% in size
Target sequence (P16050 whole entry, looked up): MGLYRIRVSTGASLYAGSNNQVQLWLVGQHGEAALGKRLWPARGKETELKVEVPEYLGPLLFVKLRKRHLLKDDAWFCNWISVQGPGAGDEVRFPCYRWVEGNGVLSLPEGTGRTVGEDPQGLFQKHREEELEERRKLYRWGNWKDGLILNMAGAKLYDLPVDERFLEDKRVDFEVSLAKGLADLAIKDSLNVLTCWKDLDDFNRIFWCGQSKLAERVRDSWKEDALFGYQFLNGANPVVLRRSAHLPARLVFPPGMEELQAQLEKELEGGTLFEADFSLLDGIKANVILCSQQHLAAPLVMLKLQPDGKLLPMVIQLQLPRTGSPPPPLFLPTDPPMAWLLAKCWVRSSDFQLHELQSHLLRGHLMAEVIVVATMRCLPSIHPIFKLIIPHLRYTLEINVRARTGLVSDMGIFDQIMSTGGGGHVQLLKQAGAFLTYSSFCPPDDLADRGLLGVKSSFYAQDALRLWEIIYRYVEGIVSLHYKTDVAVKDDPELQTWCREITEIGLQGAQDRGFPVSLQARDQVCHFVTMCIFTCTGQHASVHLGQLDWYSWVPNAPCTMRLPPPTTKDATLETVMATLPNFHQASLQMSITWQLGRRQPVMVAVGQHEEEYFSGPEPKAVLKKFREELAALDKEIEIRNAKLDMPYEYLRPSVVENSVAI
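Purified human 15hLO-1 (40 nM final) in 25 mM Hepes pH 7.5, 0.01% Triton X-100 was preincubated with compound 15 min at room temperature, then reacted 6 min with 50 uM arachidonic acid; hydroperoxide detected by Fe-XO, 573/405 nm absorbance ratio.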
CRE-bla Fsk: Cell signaling CRE-BLA (Fsk stim); Potency, µM (doses to about 38.2 µM), without a hit: top-dose activity change, negative = inhibition, actives largely listed as activators; actives 2.5% (n = 71,000); CHO CRE-bla reporter (cAMP response element driving beta-lactamase), forskolin EC10, beta-lactamase ratio; active means well fitted activation curve with a large enough effect in the signal ratio, with a control signal flat, not every such curve was filed as active; inconclusive means small, poorly fitted or top-dose-only effect, or effect the other way, or a change in a side signal; the % refers to the signal ratio; further: potency means the concentration at half of the fitted maximal effect; % of control where 0% means no effect
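qHTS titration format; CRE-bla CHO reporter; stimulus EC10 NKH 477, a water-soluble forskolin. Read: CCF4 460/530 nm ratio. Potency expressed as AC50 for activators or inhibitors.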
Hsp90 Hop PPI: qHTS Assay for Disrupters of an Hsp90 Co-Chaperone Interaction; AlphaScreen TPR2A-His6 binding biotin-Hsp90 C-terminal peptide; Potency, µM (series often up to 57 µM), without a hit: at the highest dose activity change, negative = inhibition; actives 0.44% (n = 71,000); active means well fitted curve in either direction with a large enough effect; inconclusive means small, poorly fitted or top-dose-only effect, or another doubt; further: potency means the concentration at half of the fitted maximal effect; on the % scale 0 is the no-effect control and ±100 the full control effect; many of its hits are not listed in these tables
USP2a inhib: qHTS Assay for Inhibitors of Ubiquitin-specific Protease USP2a; USP2a enzymatic assay, qHTS inhibition; Ubiquitin carboxyl-terminal hydrolase 2 (Homo sapiens), O75604; actives 0.1% (n = 60,000); AID 927, 2007; Potency, µM (doses to about 38.3 µM), inactives show at the top dose activity change, negative = inhibition, most hits filed as inhibitors;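 further: potency means the concentration at half of the fitted maximal effect; nearly all actives have a fitted effect of over 60% in size; plate controls were DMSO for no effect and NEM full inhibition control for full effect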
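Coupled readout: USP2-cleaved Ub-PLA2 (20nM final) turns over NBD C6-HPC (20uM final), Ex 460nm/Em 535nm after 2.5 h, time-zero read flagging artifacts. Enzyme (20nM final, pH 8.0 Tris) given 30 min RT with compound first; NEM defines full inhibition.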
DNA Pol III inh: qHTS Assay for Inhibitors of DNA Polymerase III Holoenzyme System; AID 603, 2007; Potency, µM (highest dose often 57.1 µM), without a hit: top-dose activity change, negative = inhibition; actives 0.25% (n = 71,000); reconstituted DNA polymerase III holoenzyme replication, biochemical; further: potency means the concentration at half of the fitted maximal effect; on the % scale 0 is the no-effect control and ±100 the full control effect
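Reconstituted *E. coli* holoenzyme (0.35 nM Pol III, 1 nM beta, 154 nM SSB, 2 nM primase) was preincubated with compound for 15 min at RT. Synthesis on 1.4 nM ssM13Gori ran 35 min, then was stopped with PicoGreen/EDTA and read as dsDNA fluorescence.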
HBB splice mod: qHTS Assay for Modulators of Hemoglobin Beta Chain Splicing. HBB splicing reporter cell assay, activation; EGFP reporter with mutant IVS2-654 intron; response scale: normalised to 500 nM splice-correcting PNA. Potency, µM (doses to about 46.1 µM), for inactives: top-dose activation, hits mostly activators. actives 0.06% (n = 65,000). AID 925, 2007; further: potency means the concentration at half of the fitted maximal effect; 0% is about no effect
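Compounds were applied for 2 days to HeLa EGFP-654 cells, 500/well in Optimem with 2% FCS. The reporter's EGFP is disrupted by mis-splicing of beta-globin intron IVS2-654. Readout: summed well GFP fluorescence from 488 nm laser scanning; reference was 500 nM antisense […] 654 PNA.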
GFP derepression: qHTS Assay for Epigenetic Modulators | actives 0.09% (n = 68,000) | mouse C127i GFP locus derepression, cytometry, 30 h | Potency, µM (titrated, usually from 46.1 µM), for inactives: top-dose GFP derepression (activation); further: % of control where 0% means no effect
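Murine C127i mammary cells carrying a silenced, stably integrated CMV-driven GFP reporter were treated with compound for 30 hours at 37 C. After PBS washes, GFP-positive cells were counted by laser-scanning microplate cytometry.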
BRCT PPI green: qHTS Assay for Inhibitors of BRCT-Phosphoprotein Interaction (Green Fluorophore); Potency, µM (highest dose often 76.9 µM), inactives show top-dose activity change, negative = inhibition, most hits filed as inhibitors; BRCA1 BRCT-phosphopeptide binding, green fluorescence polarization; AID 875, 2007; actives 0.05% (n = 75,000);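 further: potency means the concentration at half of the fitted maximal effect; plate controls were peptide without protein for full effect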
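Fluorescence polarization: His-tagged BRCT (~35 kDa BRCA1 C-terminus, 250 nM) bound to 100 nM fluorescein-labeled phosphorylated 10-aa BACH1 peptide, pH 7.3 phosphate buffer with DTT and Tween 20. Compounds incubated 12 min at room temperature; inhibition read as lowered polarization.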
HADH2 inh: qHTS Assay for Inhibitors of HADH2 (Hydroxyacyl-Coenzyme A Dehydrogenase, Type II); actives 3.4% (n = 73,000); recombinant HADH2, NADH fluorescence, beta-hydroxybutyryl-CoA; Potency, µM (series often up to 57.1 µM), without a hit: at the top dose activity change, negative = inhibition, actives largely listed as inhibitors; further: potency means the concentration at half of the fitted maximal effect; on the % scale 0 is the no-effect control and ±100 the full control effect; nearly all actives have a fitted effect of over 60% in size; many of its hits are not listed in these tables
Target sequence (Q99714 whole entry, looked up, one chain of several): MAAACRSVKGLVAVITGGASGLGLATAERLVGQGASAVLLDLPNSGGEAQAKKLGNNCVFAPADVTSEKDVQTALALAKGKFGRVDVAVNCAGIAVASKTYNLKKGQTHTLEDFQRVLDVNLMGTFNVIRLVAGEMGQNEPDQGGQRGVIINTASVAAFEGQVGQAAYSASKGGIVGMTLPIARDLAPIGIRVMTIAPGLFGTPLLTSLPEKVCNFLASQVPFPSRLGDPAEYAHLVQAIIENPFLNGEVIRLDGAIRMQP
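Activity measured as NADH fluorescence gain (360/450 nm), taken as the change between first and last reads of a 4-min kinetic run. Conditions: pH 9.0 Tris buffer, 20 nM E. coli-expressed His-tagged enzyme, 1 mM NAD+, 90 uM beta-hydroxybutyryl-CoA; 15-min compound preincubation.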
An asterisk follows results filed as active; ? = inconclusive; . = no result given; & = joins results of further samples; [ ] = remark or other dose. Unless noted, the call rests on the fitted dose curve; in most records, active means well fitted curve in the direction sought with a large enough effect; inconclusive means small, poorly fitted or top-dose-only effect, or another doubt; inactive means no such curve, though single readings can be large; an effect the other way counts as inactive or inconclusive. An excerpt; rates above refer to the full screens.

SMILES	BRCT inh red	UbGFP stabilizer	15-hLO inh	CRE-bla Fsk	Hsp90 Hop PPI	USP2a inhib	DNA Pol III inh	HBB splice mod	GFP derepression	BRCT PPI green	HADH2 inh
Cn1c([N+](=O)[O-])cnc1COC(N)=O	1.6%	-10%[20.5 µM]	1%	-1%[17.1 µM]	0%[26 µM]	-6%	13%[25.6 µM]	0.5%[20.6 µM]	-2%&-2%[20.6 µM]	-1.3%[3.08 µM]	-6%[25.6 µM]
Cc1ccc(S(=O)(=O)N2CCN(C(=O)N3CCOCC3)C2C(C)C)cc1 (configuration not stated)	-1.8%	2%	2%	0%	0%	-4%	-4%	-3.6%	-1%	-1.2%	5%
COc1cccc(Nc2c(F)c(OC)c(F)c(F)c2C(=O)O)c1	-0.5%	0%	-1%	1%	3%	2%	0%	0.6%	0%	-3.2%	-22%
CCOC(=O)Nc1cccc(OCC(=O)Nc2ccccc2OC)c1	0.5%	-2%	-5%	12%	4%	7%	-2%	0.1%[57.5 µM]	1%	1.4%	-3%
COc1ccc(OC)c(S(=O)(=O)N2CCC(C(=O)NCCc3ccc(OC)c(OC)c3)CC2)c1	0.7%	-12%	-3%	2%	-3%	6%	-4%	-0.2%	1%	-0.7%	0%
CCn1c(CSc2nc(C)cc(C)n2)nnc1SCC(=O)N1CCCc2ccccc21	0.1%	-3%	-5%	?	-4%	18%	0%	-1.2%	0%	-1.7%	8%
CCN(Cc1ccccc1)C(=O)Cn1cnc2c1c(=O)n(C)c(=O)n2C	-0.5%	.	-1%	-7%	-3%	-2%	-3%	4.4%[0.369 µM]	4%	-4.7%	-6%
CCOC(=O)Nc1ccc2ncn(C)c(=O)c2c1	-2.5%	-9%	3%	?	-8%	.	-4%	-0.8%	-2%	-0.8%	-8%
Cn1c(=O)c(CCc2ccccc2)nc2cnc(N3CCNCC3)nc21	-3.2%	2%	-17%	?	-10%	76%[activator]	-2%	-0.5%	3%[9.22 µM]	-0.7%	?
CCN(CC)S(=O)(=O)c1cccc(C(=O)OCc2cc(=O)n3nc(C)sc3n2)c1	1.0%	-3%	5%	?	-3%	9%	0%	1.2%	-2%	1.2%	2%
CC(C)c1nnc(NC(=O)CCC(=O)Nc2ccc(F)cc2)s1	0.1%	5%	-16%	10%	-5%	1%	-12%	-1.1%	0%	-0.4%	-7%
COc1ccc(-c2nc3n(c(=O)c2C#N)CCCS3)cc1	-0.9%	-2%	0%	?	-1%	20%	3%	0.1%	2%	1.7%	?
O=C(Nc1ccc(S(=O)(=O)N2CCc3ccccc32)cc1)c1ccc2c(c1)OCO2	0.8%	3%	-26%	?	0%	46%[activator]	3%	-0.1%	0%	0.2%	24%
Cc1ccccc1S(=O)(=O)Cc1ccc(C(=O)NCCCN2CCN(C)CC2)o1	-0.7%	3%	0%	22%	-5%	4%	0%	-1.8%[1.84 µM]	-2%	-0.6%	10%
C=CCn1c(SCC(=O)N2CCOCC2)nc2scc(-c3ccco3)c2c1=O	-4.8%	12%	?	5%	-8%	28%	-6%	0.1%	?	-2.3%	-17%
O=c1c2c3c(sc2nc2sc(CN4CCOCC4)cn12)CCCC3	-0.1%	-6%	-7%	7%	-1%	-6%	3%	-4.3%	0%	0.4%	0%
COc1cccc(-n2nnc3c(=O)n(Cc4cccc(C)c4)cnc32)c1	1.2%	-5%	-16%	10µM*	-2%	.	-12%	0.2%	.	-1.9%	-4%
CSc1nnc([C@H](C)NC(=O)OC(C)(C)C)o1	0.5%	3%	-7%	-5%	2%	5%	-3%	1.0%[57.5 µM]	-2%	-1.0%	10%
CCOc1ccc2nc(NC(=O)COC)sc2c1	-0.7%	5%	1%	13%	-3%	4%	-1%	-2.4%	2%	-2.2%	2%
CN1CCN(C(=O)c2cc3nc(-c4ccccc4)cc(C(F)(F)F)n3n2)CC1	0.3%	-1%	0%	17%	-1%	8%	-5%	-1.0%	-2%	0.2%	14%
CCCc1nc2ccccc2c2nc(N)nn12	-0.2%	0%	4%	?	-6%	-3%	-2%	0.4%	0%	-1.2%	-6%
CC(OC(=O)c1cc2sccc2n1C)C(=O)NCc1ccc2c(c1)OCO2 (configuration not stated)	0.8%	-1%	-2%	-12%	-1%	6%	-6%	.	-3%	-1.1%	13%
CC(C)NC(=O)c1cnc(N2CCN(c3ccccn3)CC2)c2ccccc12	-1.3%	1%	2%	6%	-1%	11%	0%	-0.5%	-1%	-1.9%	-7%
COCCNC(=O)c1noc2c1CCc1cc(OC)ccc1-2	-5.5%	3%	-5%	?	1%	-27%	-3%	-0.1%	2%	-2.5%	10%
CCOc1ccc(Cn2c(SCCCCC#N)nc3c2c(=O)n(C)c(=O)n3C)cc1OCC	0.1%	-1%	-15%	10µM*	-3%	26%	-8%	-1.1%	3%	-3.7%	?
Cc1ccc(S(=O)(=O)N[C@H](C(=O)N2CCC(C(=O)NCC(=O)O)CC2)C(C)C)cc1	0.2%	.	-1%	6%	-1%	-9%	2%	0.2%[0.369 µM]	-2%	-0.7%	-12%
CCN(CC)S(=O)(=O)C1CCS(=O)(=O)C1 (configuration not stated)	-0.5%	-3%	19%	1%	-2%	5%	-1%	-1.6%	-2%	-3.4%	6%
CCc1nc2ccccc2n1CC(=O)N1CCN(S(=O)(=O)c2cccc(C(F)(F)F)c2)CC1	0.8%	1%	-1%	?	-1%	27%	11%	-0.4%[57.5 µM]	1%	-1.0%	-4%
CC12CN3CCN(CC(C3)C1(O)CN1CCOCC1)C2 (configuration not stated)	0.5%	22%[9.17 µM]	-5%[11.4 µM]	?	7%[11 µM]	1%[7.66 µM]	-6%[11.4 µM]	-3.0%[0.0738 µM]	-2%	-2.1%	13%[11.4 µM]
CC1(C)CC(Nc2ccc(Nc3ccccc3)cc2)CC(C)(C)N1	-0.2%[15.4 µM]	-4%[9.17 µM]	?	4%[7.6 µM]	-9%[11 µM]	.	-10%[11.4 µM]	0.5%[9.22 µM]	3%[9.22 µM]	-0.8%[15.4 µM]	2%[11.4 µM]
O=C(Cn1c(CC(=O)N2CCCC2)nc2ccccc21)NCc1ccccc1	1.6%	5%	14%	-6%	-3%	3%	-10%	-3.1%	-4%	-1.7%	-2%
COc1ccc(-c2nnn(CC(=O)Nc3sc4c(c3C#N)CCCC4)n2)cc1	-0.3%	1%	11%	-1%	-4%	.	0%	-0.1%[57.5 µM]	1%	-2.9%	21%
CCCn1c(C)nc2c(N3CCN(C)CC3)nc(C)nc21	1.1%	-9%	-22%	?	1%	.	-4%	1.8%	.	-3.0%	0%
CCn1ncc(Br)c1C(=O)Nc1sc2c(c1C(=O)OC)CCC2	1.6%	1%	-19%	?	10%	19%	1%	0.4%	-3%	-0.5%	25µM*
Cc1[nH]nc2c1C(c1ccc(Cl)cc1)C(C#N)=C(N)O2 (configuration not stated)	0.5%	3%	-22%	1%	1%	4%	-4%	.	1%	-1.2%	?
CC1=C(C(=O)OC(C)C)C(c2cccs2)N2C(=O)CCSC2=N1 (configuration not stated)	-2.3%	-4%	-11%	4%	-7%	8%	-1%	-0.4%	-1%	0.1%	-3%
Cn1c(=O)[nH]c(=O)c2c1nc(N1CCCCCC1)n2CC(=O)c1ccccc1	-0.3%	-1%	4%	-3%	3%	-3%	2%	.	10%	-1.0%	-1%
Cc1nc2ccccc2n1-c1ccccc1	-0.6%	4%	10%	10%	-3%	5%	-3%	-1.7%	-2%	0.9%	1%
CCOC(=O)c1sc(NCCNc2nc(C)c(C(=O)OCC)s2)nc1C	0.8%	0%	-14%	8%	-5%	-3%	-3%	2.2%[9.22 µM]	-2%	0.1%	-2%
